Source: PubChem BioAssay
APOBEC3A inh – blocks human APOBEC3A ssDNA deamination. recombinant A3A, FAM/TAMRA ssDNA deamination fluorescence. actives 0.41% (n = 330,000). P31941. inhibition, % at 20 µM;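 active = at least 40% inhibition at 20 µM here, with at most 30% in a related deaminase screen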;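 note: plate controls were A3A with DMSO for no effect and wells lacking A3A enzyme for full effect; some results filed as inactive read as strong as hits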
Target sequence (P31941 whole entry, looked up): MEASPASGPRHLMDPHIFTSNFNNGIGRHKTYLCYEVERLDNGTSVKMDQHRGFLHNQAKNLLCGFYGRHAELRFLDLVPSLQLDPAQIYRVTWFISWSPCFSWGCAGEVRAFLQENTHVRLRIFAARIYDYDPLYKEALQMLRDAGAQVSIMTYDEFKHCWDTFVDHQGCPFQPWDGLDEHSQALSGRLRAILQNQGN
mIAP activ – mouse IAP activation | actives 0.24% (n = 330,000) | muIAP, CDP-Star luminescence, 30 min; active compounds read high; 1 = vehicle-only enzyme signal, 0 = enzyme-free wells | activation factor at 10 µM;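 active = activation factor of at least 2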; note: the source names both 10 and 20 µM as test concentration; values of inactives mirror those of a sister screen read the other way
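System: mouse IAP enzyme. Reagent: CDP-Star chemiluminescent phosphatase substrate. Benchmarks: DMSO wells, no-enzyme wells. Times: 30 min enzyme-substrate-compound incubation at room temperature. Detection: luminescence from enzymatic CDP-Star hydrolysis. Doses: test compounds delivered from DMSO solution.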
hIAP block – blocks human intestinal alkaline phosphatase. P09923. actives 0.12% (n = 330,000). inhibition, % at 10 µM. purified IAP, CDP-Star luminescence, 30 min;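 active = inhibition reaching a set limit with compound at 10 µM in the primary screen, cut at about 35% in these data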;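 note: plate controls were DMSO wells with enzyme for no effect and no-enzyme buffer wells for full effect; values of inactives mirror those of a sister screen read the other way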
ATG4B inh – inhibitors of human ATG4B cysteine protease; Q9Y4P1; ATG4B cleavage of LC3-PLA2, NBD-HPC fluorescence, 1 h; inhibition, % at 8.33 µM; actives 0.51% (n = 340,000); AID 504462; in the data active = inhibition above about 40%
Target sequence (Q9Y4P1 whole entry, looked up): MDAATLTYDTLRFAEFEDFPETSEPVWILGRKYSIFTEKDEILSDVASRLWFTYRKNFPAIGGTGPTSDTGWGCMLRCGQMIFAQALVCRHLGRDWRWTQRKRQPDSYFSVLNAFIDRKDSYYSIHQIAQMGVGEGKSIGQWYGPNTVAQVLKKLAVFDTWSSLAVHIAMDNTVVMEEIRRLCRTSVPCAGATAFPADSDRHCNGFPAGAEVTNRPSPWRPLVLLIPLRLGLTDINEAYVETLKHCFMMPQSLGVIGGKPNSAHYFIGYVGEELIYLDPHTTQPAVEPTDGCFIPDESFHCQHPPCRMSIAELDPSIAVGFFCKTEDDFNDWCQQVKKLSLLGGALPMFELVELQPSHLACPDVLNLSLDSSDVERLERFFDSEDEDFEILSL
hIAP activ – increases human intestinal alkaline phosphatase activity; purified human IAP, CDP-Star luminescence, 30 min; active compounds read high; 1 = vehicle-only enzyme, 0 = enzyme-free background; activation factor at 10 µM; actives 0.16% (n = 330,000);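 active = activation factor of the enzyme at least 2-fold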; note: the source names both 10 and 20 µM as test concentration; values of inactives mirror those of a sister screen read the other way
HKDC1 inhibitor – inhibitors of human hexokinase HKDC1. recombinant HKDC1, G6PDH/diaphorase resazurin coupled fluorescence. Q2TB90. inhibition, % at 20 µM. actives 0.16% (n = 340,000);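 active = inhibition above about 35% when tested at 20 µM, limit read from the data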;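 note: plate controls were DMSO wells with enzyme for no effect and DMSO wells lacking enzyme for full effect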
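Material – in-house recombinant HK5 (HKDC1) enzyme · Quantity – HKDC1 at 5 µg/mL · Buffer or medium – pH 8.0 Tris buffer with 10 mM MgCl2 · Reagent – glucose with 1 mM ATP · Dosing – single 20 µM dose · Times – reaction time 90 min, room temperature, protected from light · Technique – resorufin fluorescence at 613 nm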
mIAP block – blocks mouse intestinal alkaline phosphatase | purified mouse IAP, CDP-Star luminescence, 30 min | inhibition, % at 10 µM | actives 0.2% (n = 330,000);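 active = inhibition of at least 40% at 10 µM in the primary screen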;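 note: plate controls were DMSO with enzyme for no effect and no enzyme wells for full effect; values of inactives mirror those of a sister screen read the other way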
PfGluPho inh – PfG6PD (Plasmodium falciparum) enzyme inhibition; actives 0.78% (n = 350,000); inhibition, % at 20 µM; AID 504690; PfGluPho enzyme, NADPH resazurin-diaphorase fluorescence;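 active = inhibition reaching at least a set limit at 20 µM in the primary screen, cut at about 59% in these data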;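 note: 0% = DMSO wells with substrate and 100% = DMSO wells lacking glucose-6-phosphate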
* hit, by the source's call.

| SMILES | APOBEC3A inh | mIAP activ | hIAP block | ATG4B inh | hIAP activ | HKDC1 inhibitor | mIAP block | PfGluPho inh |
| --- | --- | --- | --- | --- | --- | --- | --- | --- |
| COc1ccc(C(=O)NC2CCSc3ccccc32)cc1 (configuration not stated) | -1.1 | 0.969 | 4.4 | -0.3 | 0.956 | -6.6 | 3.1 | 17.9 |
| CCc1ccc(NC(=S)NC2CCN(Cc3ccccc3)CC2)cc1 | 2.8 | 1.36 | -13.1 | 7.9 | 1.13 | 14.2 | -36.3 | -19.6 |
| O=C(NC(Cc1c[nH]c2ccccc12)C(=O)Nc1ccc(F)c([N+](=O)[O-])c1)c1cccs1 (configuration not stated) | -2.0 | 1.01 | 10.9 | 71.2* | 0.891 | 8.6 | -1.2 | 12.2 |
| Cc1ccc(C)c(NC(=O)c2oc(=O)c3ccccc3c2-c2ccccc2)c1 | 3.6 | 0.903 | 15.4 | 10.0 | 0.846 | -5.6 | 9.7 | 3.9 |
| O=C(NCc1cccs1)c1cnc2sccn2c1=O | -0.1 | 1.01 | 2.9 | -7.2 | 0.971 | -5.0 | -1.0 | -8.4 |
| CC(C)c1[nH]c(=O)c(C#N)c2c1COC(C)(C)C2 | 3.2 | 0.978 | -11.5 | -6.5 | 1.11 | -9.7 | 2.2 | -5.0 |
| C=CCN(CC=C)C(=O)c1ccncc1 | -0.1 | 1 | 3.9 | -7.8 | 0.961 | -0.9 | -0.5 | -3.7 |
| O=C(CCC(=O)OCc1ccc(Cl)cc1)Nc1cccc([N+](=O)[O-])c1 | 2.2 | 0.913 | 10.5 | 7.4 | 0.895 | -0.5 | 8.7 | -0.9 |
| Cc1ccc(S(=O)(=O)c2cc3c(=O)n4ccccc4nc3n(CCc3ccccc3)c2=N)cc1 | -5.7 | 0.923 | 0.0 | -2.1 | 1 | -0.9 | 7.7 | 8.8 |
| CCC(O)(C(=O)Nc1ccccc1C(F)(F)F)c1ccccc1OC (configuration not stated) | -1.8 | 1.08 | 0.5 | 4.8 | 0.995 | -3.3 | -8.4 | 1.7 |
| NC(=O)C(CCC(=O)c1ccc(Br)cc1)S(=O)(=O)c1ccccc1 (configuration not stated) | -2.8 | 1.03 | 12.7 | -4.0 | 0.873 | -3.3 | -2.6 | -1.4 |
| CC(c1ccon1)N(C)C(=O)CCc1nnc(CCCCc2ccccc2)o1 (configuration not stated) | -2.0 | 0.976 | -5.0 | -10.6 | 1.05 | -5.4 | 2.4 | 13.4 |
| C=CCn1c(SCC(=O)NCC2CCCO2)nc2scc(-c3ccco3)c2c1=O (configuration not stated) | 3.4 | 0.965 | -7.8 | -3.3 | 1.08 | 19.2 | 3.5 | 12.8 |
| O=C(/C=C/c1ccc2c(c1)OCO2)c1ccc(F)cc1 | -1.2 | 1.01 | -8.8 | -1.6 | 1.09 | 13.1 | -0.7 | 23.2 |
| COC(=O)c1ccc(Cl)c(NC(=O)CN(c2ccc3c(c2)OCO3)S(C)(=O)=O)c1 | -1.3 | 1.01 | -18.9 | -1.3 | 1.19 | 13.1 | -0.7 | -20.7 |
| COc1ccc(NC(=O)CSc2nnc(-c3cccs3)n2Cc2ccco2)cc1OC | -5.1 | 1.11 | -27.0 | 8.5 | 1.27 | -6.5 | -10.9 | 4.8 |
| COc1cc(CO)c(OC)c([N+](=O)[O-])c1 | 2.0 | 1.04 | -2.4 | -5.5 | 1.02 | -4.7 | -3.6 | -2.0 |
| Cc1cc2ncn(C(=O)c3c(-c4ccccc4)noc3C)c2cc1C | -5.2 | 1.03 | -16.3 | -5.9 | 1.16 | -2.3 | -3.1 | 4.9 |
| CC(=O)c1ccc(S(=O)(=O)N2CCN(C(C)C(=O)N(C)Cc3ccccc3)CC2)cc1 (configuration not stated) | 1.8 | 1.03 | 6.5 | -1.3 | 0.935 | 1.6 | -3.3 | -7.8 |
| O=C(O)CC(NC(=O)c1ccc2c(c1)OCO2)c1cccc([N+](=O)[O-])c1 (configuration not stated) | -4.6 | 1.07 | -2.0 | 2.6 | 1.02 | -7.5 | -6.7 | -3.4 |
| CCCOc1ccccc1NC(=O)c1ccc([N+](=O)[O-])cc1 | -4.1 | 1 | 5.2 | -4.4 | 0.948 | 2.3 | -0.3 | 0.9 |
| N#CC(c1ccc(Cl)cc1)c1cccc(Cl)n1 (configuration not stated) | 1.6 | 1 | 14.3 | 2.7 | 0.857 | -7.5 | -0.3 | 3.8 |
| O=C(Nc1ccc2c(c1)OCO2)C1Cc2ccccc2CN1S(=O)(=O)c1cccs1 (configuration not stated) | -1.0 | 1.17 | 10.3 | -2.7 | 0.897 | 0.9 | -17.3 | 7.2 |
| CCCc1nc2oc3c(NCCN(C)C)ncnc3c2c2c1CCCC2 | 0.5 | 0.991 | 18.7 | -1.5 | 0.813 | 6.3 | 0.9 | -5.3 |
| Cc1cc(OCC(=O)NC(Cc2ccc(Cl)cc2)C(=O)O)c2c(C)c(C)c(=O)oc2c1 (configuration not stated) | 5.3 | 1.01 | -14.0 | -15.9 | 1.14 | 2.4 | -0.7 | -15.5 |
| Cc1cc(NC(=O)CSc2nnc(-c3ccc(S(=O)(=O)N4CCCC4)cc3)n2C)no1 | -0.1 | 1.08 | 10.2 | -16.5 | 0.898 | -11.5 | -8.5 | -5.0 |
| COc1ccc(/C=N/Nc2ccc(C(=O)O)cc2)cc1OC | 3.8 | 0.967 | 6.5 | -6.9 | 0.935 | -0.9 | 3.3 | 2.6 |
| COc1ccc(Br)cc1CN1CCN(C(=O)c2cccc(F)c2)CC1 | 2.9 | 1.04 | 8.6 | 2.3 | 0.914 | -4.2 | -3.7 | 6.6 |
| CC(C)NS(=O)(=O)c1ccc(NC(=O)NC2CCCCC2)cc1 | -0.7 | 1.36 | -11.9 | 4.5 | 1.12 | -4.4 | -36.0 | 5.7 |
| O=C(Cn1cc2c(n1)CCCCC2)NCc1ccccn1 | -1.5 | 0.995 | 12.5 | 6.5 | 0.875 | -4.6 | 0.5 | 7.4 |
| Cc1ccc(NS(=O)(=O)c2cc(-c3cc(C)no3)ccc2C(C)C)nc1 | -2.6 | 0.889 | -31.3 | -7.1 | 1.31 | 4.8 | 11.1 | 36.7 |
| COc1ccccc1NS(=O)(=O)c1ccc2oc(SCc3ccc(C#N)cc3)nc2c1 | 0.2 | 1.02 | 6.8 | -3.1 | 0.932 | 17.8 | -1.8 | -8.4 |
| C=CC[C@@H](CC(=O)N[C@@H](CO)Cc1ccccc1)C(=O)N[C@@H](COC(=O)[C@@H](CC=C)Cc1ccc(F)cc1)Cc1ccccc1 | -0.6 | 1.13 | -35.4 | -6.8 | 1.35 | -7.0 | -12.8 | 5.4 |
| Cc1ccc(C(=O)C2CCN(C(=S)NCCCOC(C)C)CC2)cc1 | -4.8 | 0.985 | -8.4 | 0.3 | 1.08 | -3.6 | 1.5 | -5.6 |
| COc1ccc(Nc2nc(N3CCCC3)nc(N3CCCC3)n2)c(OC)c1 | -0.5 | 1.11 | -5.2 | -18.0 | 1.05 | -7.3 | -11.5 | 7.2 |
| O=C(NC(=S)Nc1ccc(S(=O)(=O)Nc2nccs2)cc1)c1cccc(F)c1 | 2.3 | 0.871 | -1.5 | -3.9 | 1.01 | -11.8 | 12.9 | -9.0 |
| COc1ccc(C(=O)NCC(=O)N2CCC(C)CC2)cc1OC | -3.0 | 0.965 | 8.7 | -8.4 | 0.913 | -3.4 | 3.5 | 3.1 |
| Cn1cnc(S(=O)(=O)Nc2ccc(OC(F)(F)F)cc2)c1 | -0.1 | 1.04 | -0.6 | 3.0 | 1.01 | -8.3 | -3.8 | -5.5 |
| CCc1cc2c(=O)c(-c3nc4ccccc4n3C)c(C)oc2cc1OC(C)=O | -1.1 | 0.879 | 7.8 | 6.4 | 0.922 | -5.2 | 12.1 | -1.7 |
| CCOc1c(Cl)cc(C(=O)Nc2ccccc2-c2ccccc2)cc1Cl | -3.6 | 0.93 | 7.8 | 2.0 | 0.922 | 1.4 | 7.0 | -2.1 |
| O=C(N/N=C/c1ccc([N+](=O)[O-])cc1)C(=O)N1CCCC1 | -2.8 | 1.08 | -3.0 | 4.6 | 1.03 | 9.9 | -8.3 | -16.9 |
| COC(=O)NCCOc1cc(C)ccc1C | -1.2 | 0.96 | -5.1 | -5.0 | 1.05 | 8.8 | 4.0 | 1.9 |
| O=C(COC(=O)CNC(=O)C1CCCCC1)Nc1ccc(Cl)cc1F | -6.9 | 1.12 | -13.5 | 2.7 | 1.14 | 1.2 | -11.8 | -23.2 |
| COc1ccc(NC(=O)C(OC(=O)c2cnc(C)cn2)c2ccccc2)cc1Cl (configuration not stated) | -3.2 | 0.898 | -15.3 | -15.5 | 1.15 | -2.4 | 10.2 | 12.6 |
| O=C(COC(=O)c1cccs1)c1ccc2c(c1)OCCO2 | 3.9 | 1.08 | 5.4 | -3.8 | 0.946 | -8.1 | -8.4 | 0.6 |

Results in HKDC1 inhibitor, for some of the entries so far:
SMILES | HKDC1 inhibitor
O=C(Cn1cc2c(n1)CCCCC2)NCc1ccccn1 | -4.6
Cc1ccc(NS(=O)(=O)c2cc(-c3cc(C)no3)ccc2C(C)C)nc1 | 4.8

(list continues)
| SMILES | APOBEC3A inh | mIAP activ | hIAP block | ATG4B inh | hIAP activ | HKDC1 inhibitor | mIAP block | PfGluPho inh |
| --- | --- | --- | --- | --- | --- | --- | --- | --- |
| CCn1c2ccccc2c2cc(NC(=O)COc3ccccc3OC)ccc21 | -0.5 | 1.09 | -2.0 | -1.5 | 1.02 | -4.6 | -9.1 | 24.4 |
| Cc1ccc(/C=N/NC(=O)c2sccc2OCc2ccc(F)cc2)cc1 | -2.2 | 0.917 | 4.3 | -5.0 | 0.957 | -9.2 | 8.3 | -1.1 |
| COc1ccc(-c2ncc3ccccn23)cc1OC | -20.0 | 0.924 | 8.5 | 3.2 | 0.915 | -4.1 | 7.6 | 1.7 |
| O=C(CN1CCN(S(=O)(=O)c2ccccc2)CC1)NC1CC1 | 6.3 | 1 | -15.8 | 6.5 | 1.16 | -0.7 | -0.1 | -11.7 |
| O=C(NC1CC1)c1cccc(S(=O)(=O)Nc2ccccc2F)c1 | 0.7 | 0.875 | 7.8 | 1.1 | 0.922 | -5.1 | 12.5 | -8.4 |
| COc1ccc(CNC(=O)C(c2cccc(C)c2)N(C(=O)c2csnn2)C2CC2)cc1 (configuration not stated) | -2.0 | 0.954 | 12.5 | -3.8 | 0.875 | -7.9 | 4.6 | 15.8 |
| CN(C)Cc1c(O)ccc2occ(C(=O)c3ccc(F)cc3)c12 | 1.2 | 1.02 | 12.1 | 2.8 | 0.879 | -3.7 | -1.6 | 19.3 |
| O=C(O)C1=C[C@@H](c2ccc(F)cc2)C[C@@H](OCCCCO)O1 | 0.3 | 0.894 | 17.0 | -7.2 | 0.83 | 0.8 | 10.6 | -3.4 |
| Cc1cc(C(=O)NNC(=O)CCCCC(=O)NNC(=O)c2cc(C)[nH]n2)n[nH]1 | -2.0 | 0.731 | -253.9 | -5.7 | 3.54* | -5.6 | 26.9 | 3.3 |
| COC(=O)c1c(C)n(-c2ccc(C)cc2)c2ccc(O)cc12 | 4.7 | 1.06 | -7.8 | -2.8 | 1.08 | -0.1 | -6.1 | 23.2 |
| COc1ccc(NC(=O)Nc2ccc(C)cc2OC(F)F)cc1OC | -5.0 | 1.15 | -11.6 | -18.7 | 1.12 | 4.0 | -14.5 | 9.0 |
| COc1ccc(/C(N)=N/OC(=O)CCCc2ccccc2)cc1 | -3.2 | 0.944 | 14.0 | 0.6 | 0.86 | -0.7 | 5.6 | -1.6 |
| COc1ccc(C2CC(c3cccc(OC)c3)n3nc(N)nc3N2)cc1 (configuration not stated) | 3.9 | 1.03 | -19.7 | 5.8 | 1.2 | -2.8 | -3.0 | 17.4 |
